From PubChem BioAssay
PAD4 inh: human PAD4 inhibitors, primary screen, biochemical, fluorescence polarization, 1536-well format; inhibition, % at 6.36 µM; recombinant PAD4, RCA probe fluorescence polarization; 0.41% of 330,000 active;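 active means percent inhibition above a cutoff equal to the mean of all tested compounds plus 3 SD, cut at about 15% in these data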;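 further: 0% = PAD4 with RCA probe and DMSO and 100% = probe without PAD4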
PAFAH1B3 inh: PAFAH1B3 enzyme inhibitors, primary screen, biochemical, fluorescence polarization, human | recombinant PAFAH1B3, FP-rhodamine probe | inhibition, % at 3.39 µM | 0.28% of 340,000 active | AID 492972, 2010;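 active means inhibition above the screen-wide average of all tested compounds plus 3 SD, cut at about 25% in these data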;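 further: 0% = enzyme with DMSO only and 100% = wells lacking PAFAH1B3 protein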
pPAFAH FP inh: pPAFAH enzyme inhibitors, primary screen, biochemical, fluorescence polarization, human. recombinant pPAFAH, FP-rhodamine probe fluorescence polarization. Platelet-activating factor acetylhydrolase (Homo sapiens), Q13093. inhibition, % at 3.39 µM. AID 463082, 2010. 1.5% of 330,000 active;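 active means inhibition above the mean inhibition across the screen plus 3 SD, cut at about 25% in these data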;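 further: inhibitors block binding of the rhodamine activity-based probe so polarization drops; 0% = enzyme with DMSO and 100% = wells lacking pPAFAH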
Target sequence (Q13093 whole entry, looked up): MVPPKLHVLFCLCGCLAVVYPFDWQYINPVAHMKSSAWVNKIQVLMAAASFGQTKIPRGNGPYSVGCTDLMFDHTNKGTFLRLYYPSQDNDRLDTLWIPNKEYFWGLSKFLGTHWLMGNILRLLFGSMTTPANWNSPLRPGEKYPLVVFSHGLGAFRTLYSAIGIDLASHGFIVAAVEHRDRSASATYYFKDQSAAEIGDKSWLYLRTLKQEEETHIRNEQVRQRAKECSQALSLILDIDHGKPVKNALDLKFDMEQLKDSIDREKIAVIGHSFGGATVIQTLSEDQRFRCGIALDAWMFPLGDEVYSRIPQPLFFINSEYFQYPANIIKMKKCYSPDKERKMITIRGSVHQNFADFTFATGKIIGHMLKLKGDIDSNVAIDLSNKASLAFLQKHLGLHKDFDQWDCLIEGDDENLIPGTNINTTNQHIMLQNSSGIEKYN
LYPLA2 inh: LYPLA2 inhibitors, primary screen, counter-screen for PME1 inhibitor project, biochemical, fluorescence polarization, FP-Rh probe ABPP; AID 2177, 2009; inhibition, % at 5.9 µM; recombinant LYPLA2; 0.38% of 320,000 active;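 active means inhibition above the screen-wide mean plus 3 SD, limit set per campaign, cut at about 26% in these data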;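 further: 0% = LYPLA2 with DMSO and 100% = wells lacking LYPLA2 enzyme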
PAFAH1B2 inh: PAFAH1B2 enzyme inhibitors, primary screen, biochemical, fluorescence polarization, human; inhibition, % at 3.39 µM; AID 492953, 2010; Platelet-activating factor acetylhydrolase IB subunit alpha2 (Homo sapiens), P68402; recombinant PAFAH1B2, FP-rhodamine activity probe; 1.2% of 340,000 active;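 active means inhibition above the mean of all tested compounds plus 3 SD, cut at about 24% in these data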;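 further: 0% = enzyme with DMSO and 100% = wells lacking PAFAH1B2; many of its hits are not listed in these tables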
Target sequence (P68402 whole entry, looked up): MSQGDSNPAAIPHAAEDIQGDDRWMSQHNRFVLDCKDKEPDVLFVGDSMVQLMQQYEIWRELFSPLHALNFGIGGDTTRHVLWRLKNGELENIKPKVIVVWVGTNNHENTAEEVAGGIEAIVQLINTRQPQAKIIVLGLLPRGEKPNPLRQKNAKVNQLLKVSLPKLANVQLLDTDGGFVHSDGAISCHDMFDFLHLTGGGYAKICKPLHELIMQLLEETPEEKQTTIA
PREPL inh: PREPL enzyme inhibitors, primary screen, biochemical, fluorescence polarization. Prolyl endopeptidase-like (Homo sapiens), Q4J6C6. 0.68% of 320,000 active. recombinant PREPL, fluorescence polarization activity-based probe. inhibition, % at 5.96 µM; in the data active means inhibition above about 43%;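 further: 0% = enzyme with DMSO and 100% = wells lacking enzyme; many of its hits are not listed in these tables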
GSTO1 counter: inhibitors of recombinant GSTO1, primary screen, counter-screen for RBBP9 inhibitor project, biochemical, fluorescence polarization. activity-based probe fluorescence polarization. Glutathione S-transferase omega-1 (Homo sapiens), P78417. inhibition, % at 5.96 µM. AID 1974, 2009. 1.1% of 300,000 active;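 active means inhibition above the campaign mean inhibition plus 3 SD, cut at about 35% in these data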;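 further: 0% = GSTO1-1 with DMSO and 100% = wells lacking GSTO1-1 enzyme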
LYPLA1 inh: LYPLA1 inhibitors, primary screen, counter-screen for PME1 inhibitor project, biochemical, fluorescence polarization, FP-Rh probe ABPP. recombinant LYPLA1. 0.16% of 320,000 active. inhibition, % at 5.9 µM;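 active means inhibition above the mean of all tested compounds plus 3 SD, set per campaign, cut at about 14% in these data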;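 further: inhibitors block serine hydrolase probe labeling of LYPLA1 so polarization falls; 0% = enzyme with DMSO and 100% = wells lacking LYPLA1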
PME-1 inh: PME-1 inhibitors via competitive probe labeling, primary screen, biochemical, fluorescence polarization, FP-Rh probe, HTS. Protein phosphatase methylesterase 1 (Homo sapiens), Q9Y570. recombinant PME-1. inhibition, % at 5.9 µM. 0.53% of 320,000 active. AID 2130, 2009;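 active means inhibition above the campaign mean of all compounds plus 3 SD, cut at about 26% in these data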;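 further: competitive labeling of PME-1 active site by serine hydrolase directed probe; 0% = PME-1 with DMSO and 100% = wells lacking PME-1 enzyme; inhibitors block probe labeling so polarization falls and inhibition rises; many of its hits are not listed in these tables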
Target sequence (Q9Y570 whole entry, looked up): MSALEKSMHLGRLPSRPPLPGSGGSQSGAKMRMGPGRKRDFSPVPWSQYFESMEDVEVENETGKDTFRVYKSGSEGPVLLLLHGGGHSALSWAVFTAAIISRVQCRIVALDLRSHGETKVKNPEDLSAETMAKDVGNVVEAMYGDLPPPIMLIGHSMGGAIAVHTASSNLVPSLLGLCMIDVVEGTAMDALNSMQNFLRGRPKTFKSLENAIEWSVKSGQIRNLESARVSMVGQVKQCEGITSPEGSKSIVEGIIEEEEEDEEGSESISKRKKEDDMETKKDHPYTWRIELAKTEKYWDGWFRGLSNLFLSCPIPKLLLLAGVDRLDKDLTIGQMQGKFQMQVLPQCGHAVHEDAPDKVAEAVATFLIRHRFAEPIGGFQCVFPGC
Starred values were filed as active, the others as inactive; · = not tested or not shown; & = joins results of further samples. These rows are one share of the data (hit frequency here may not be typical).

SMILES | PAD4 inh | PAFAH1B3 inh | pPAFAH FP inh | LYPLA2 inh | PAFAH1B2 inh | PREPL inh | GSTO1 counter | LYPLA1 inh | PME-1 inh
CCN(CCn1cccn1)Cc1ccccc1OCC(O)CN1CCc2ccccc2C1 (centres undefined) | -8.4 | 10.0 | -8.0 | -3.3 | -1.8 | 27.2 | -17.5 | -1.8 | -2.0
COc1cccc2cccc(/C=N/n3cnnc3)c12 | 2.1 | 3.1 | 2.3 | 2.5 | 2.5 | 27.3 | -1.0 | 1.5 | 2.7
COC(=O)C1=C(Nc2ccc(OC)cc2)C=C(C)C(C(=O)OC)C1c1ccc(C)cc1 (centres undefined) | -1.6 | 8.1 | 0.1 | -1.1 | 4.3 | 8.2 | 8.2 | -1.9 | 7.2
CC(C)(C)NS(=O)(=O)c1ccc(NC(=S)NC(=O)C2CCC2)cc1 | -1.2 | 9.4 | 1.9 | 1.3 | 4.7 | -1.9 | -4.4 | -0.9 | 10.7
Cc1c(C(=O)NCCSCc2ccccc2Cl)cccc1[N+](=O)[O-] | -2.3 | 11.3 | -4.1 | -2.6 | 3.8 | 3.0 | -0.9 | -1.4 | 0.3
Cc1ccc(/C=N/n2nnnc2N)cc1 | 0.3 | 4.8 | 2.0 | 5.3 | -2.2 | -9.5 | 4.5 | 1.1 | 1.6
CC(=O)N1CCOCCOCCN(C(C)=O)CCOCCOCC1 | -1.7 | -4.8 | 4.1 | -1.0 | 3.4 | -5.3 | 9.8 | -2.2 | 1.1
Cc1cccc(CC(=O)N2CCN=C2SCc2ccc([N+](=O)[O-])cc2)c1 | 1.0 | 13.5 | 1.0 | 6.7 | -0.1 | 21.4 | 0.1 | -2.3 | 0.0
CCN(CC)S(=O)(=O)c1ccc2c(c1)nc(SC(C)C(N)=O)n2-c1ccc(OC)cc1 (centres undefined) | -6.8 | 2.2 | 25.8* | 5.4 | -2.2 | 3.1 | -10.8 | 1.1 | 6.7
CCN1/C(=C2\OC(=S)N(C)C2=O)Sc2ccccc21 | -0.2 | 3.2 | -0.7 | 0.9 | 1.6 | 11.1 | 3.7 | -0.5 | 4.7
CCOC(=O)c1[nH]c2cc3c(cc2c1NC(=O)CN1CCN(CCO)CC1)OCO3 | -1.7 | 5.5 | 3.4 | -7.6 | 3.3 | 5.5 | 4.0 | -1.7 | 7.1
C=CCNC(=O)c1ccc(N(C)S(=O)(=O)c2ccc(OC)cc2)cc1 | 1.9 | -3.8 | -5.2 | -3.0 | -1.8 | 1.8 | 4.5 | -0.8 | 5.2
CSc1snc(SCC(N)=O)c1C#N | 3.0 | 5.3 | 4.3 | 3.5 | -1.0 | 8.1 | -5.0 | 5.4 | -1.1
C=CCn1c(SCC(=O)N(CCO)CCO)nc2sc3c(c2c1=O)CCC3 | -5.3 | 7.7 | -0.3 | -9.1 | -0.6 | -2.5 | -0.7 | -4.4 | 1.1
CCOc1ccc(Cl)cc1S(=O)(=O)N1CCC(C(=O)NCC2CCCO2)CC1 (centres undefined) | -1.3 | -0.4 | 4.2 | 1.9 | -0.7 | 31.2 | 2.1 | 2.1 | -1.4
CC(C)(NO)/C(=N/O)c1ccc(Br)cc1 | 0.0 | 1.6 | 0.2 | -7.6 | 15.9 | -6.4 | 3.4 | -4.7 | -5.3
N#C/C(=C\c1cccc(NC(=O)c2ccccc2Cl)c1)C(=O)NCCc1ccccc1 | 2.1 | -8.2 | 4.0 | -6.8 | -3.0 | -3.5 | -6.3 | -15.0 | 0.0
COc1cc(C(=O)Nc2cc(Cl)ccc2-n2cncn2)ccc1OC(F)F | 1.1 | -7.9 | 4.8 | 1.1 | -1.5 | 0.3 | -7.4 | 1.1 | -1.4
Cc1ccc(NC(=O)C(=O)NCCN2CCN(S(C)(=O)=O)CC2)cc1C | -1.2 | 5.9 | 3.2 | 6.2 | 4.4 | 13.5 | 2.7 | 4.3 | 3.9
CCCn1ncc(C(=O)NC2CCCN(Cc3ccc(Cl)cc3)C2)c1C (centres undefined) | -0.3 | 4.8 | 10.8 | -3.8 | 0.3 | 8.9 | -10.3 | 1.0 | 1.1
Cc1ccc2nc(SCC(=O)N3CCOCC3)[nH]c2c1 | 1.8 | 2.1 | -0.1 | -3.9 | 0.9 | 3.3 | 4.4 | -1.2 | 3.2
Cc1cccc(Oc2cc(N)cc([N+](=O)[O-])c2)c1 | -0.1 | 3.1 | 9.2 | 31.2* | 5.3 | 7.5 | 2.2 | 2.5 | -0.1
COC(=O)C1=C(C(=O)OC)[C@@H]2Nc3ccccc3[C@@]23C[C@@H](C(=O)OC)N(C(=O)c2cccs2)C3=N1 | -1.4 | 10.0 | 7.1 | -3.3 | -4.2 | 20.0 | 1.1 | -4.0 | 1.4
Cc1ccc(S(=O)(=O)CCC(=O)Nc2nnc(-c3cccs3)o2)cc1 | 4.5 | 3.5 | 2.4 | 2.1 | 2.6 | 4.9 | 10.5 | 2.0 | 6.7
O=C(c1ccco1)N1CCN(Cc2ccc(F)cc2Cl)CC1 | -7.5 | 3.7 | -6.1 | 1.6 | -3.1 | 8.0 | -7.7 | -0.5 | -10.4
O=C1Nc2ccccc2C1(O)Cc1ccncc1 (centres undefined) | -1.4 | -1.8 | 2.0 | 1.3 | 4.6 | -8.9 | 7.8 | 2.0 | 3.6
Cc1onc(-c2c(Cl)cccc2Cl)c1C(=O)N[C@@H]1C(=O)N2[C@@H]1SC(C)(C)[C@@H]2C(=O)O | -4.0 | 3.0&9.3 | -1.5 | 0.2 | -7.7&8.8 | -1.7 | 5.1 | 1.4 | -5.2
CCCc1cc(=O)n2[nH]c(NCc3cccs3)nc2n1 | -3.1 | 2.5 | 8.6 | -5.1 | 1.9 | 1.6 | -6.3 | -0.3 | -0.4
Cc1cccc(NC(=O)c2sc3nc(N4CCOCC4)c4c(c3c2N)CCCC4)c1 | 6.6 | 0.7 | 2.6 | -6.0 | 0.9 | 13.3 | -0.8 | -5.3 | 5.1
COCCOc1ccc(C(F)(F)F)cc1NC(=O)Cc1ccc(S(=O)(=O)N2CCOCC2)s1 | -2.9 | 5.2 | 6.5 | -4.4 | 3.5 | -2.6 | -8.2 | -5.6 | -2.9
COC(=O)c1ccc(CNCC(=O)Nc2ccc(C(=O)OC)cc2)cc1 | -1.4 | 2.4 | 3.1 | 6.2 | 3.8 | 3.7 | 3.5 | -1.4 | 2.3
CCOc1ccc(-c2c(=O)n(OCc3ccccc3Br)c3ccccc3[n+]2[O-])c(OCC)c1 | -2.1 | 11.9 | 1.8 | 3.5 | 3.9 | -6.0 | -5.1 | 3.5 | -7.0
O=C(C1COc2ccccc2O1)N1CCN(c2nc3ccccc3s2)CC1 (centres undefined) | -0.9 | 9.6 | 1.4 | -1.2 | -0.4 | -8.8 | 3.7 | 0.9 | -6.4
C/C=C\C=C/C(=O)Nc1cccc(C2=NOC3(C2)C[C@@H](C(N)=O)N(C(=O)COc2ccc(Cl)cc2)C3)c1 (some centres undefined) | -1.1 | -9.2 | 7.2 | -20.9 | -1.2 | -11.0 | -11.6 | -15.2 | -15.5
Cc1ccc(OCC(=O)N2C(C)CCCC2C)c([N+](=O)[O-])n1 (centres undefined) | -0.2 | 3.3 | 2.0 | · | 7.7 | 3.5 | · | · | ·
CCCCc1ccc(S(=O)(=O)Nc2cc(C)on2)cc1 | 6.0 | 5.3 | -4.4 | -2.4 | 4.0 | 9.9 | 6.3 | -0.5 | -4.4
O=C(COC(=O)c1ccccc1F)NNC(=O)c1ccccc1 | 2.0 | 10.1 | 8.9 | 4.4 | 7.9 | -3.9 | 1.5 | 1.5 | 0.5
COc1ccccc1/C=C/C(=O)Nc1cccc(C(C)=O)c1 | 1.3 | 4.5 | -6.2 | -6.6 | -4.9 | 3.7 | -10.3 | -2.6 | -6.4
Cc1nc(NC(=S)NC(=O)c2ccccc2)sc1C | -1.5 | -1.1 | -3.7 | -1.2 | 2.9 | 18.4 | -8.6 | 0.3 | -0.5
CC(C)C1Oc2ccccc2N(CC(=O)NC2CCCCC2)C1=O (centres undefined) | 3.8 | -2.9 | 4.0 | -1.3 | 8.0 | 6.1 | 3.2 | 0.3 | -2.0
COc1cc(C)c2occ(/C(C)=N\O)c2c1 | -2.2 | 3.3 | 5.6 | 6.7 | 5.4 | 3.1 | -5.5 | -0.4 | -4.5
O=C(CN(CCO)c1ccccc1)Nc1cccc(S(=O)(=O)N2CCCC2)c1 | 0.0 | 3.9 | 3.8 | -5.1 | 1.1 | -2.1 | 6.2 | -2.0 | 9.8
O=C(Nc1nc(=S)ss1)c1ccc(Cl)cc1Cl | -26.6 | -3.3 | -4.6 | 0.9 | -0.1 | -18.5 | -22.6 | 0.0 | -2.5
CCOC(=O)C1CCN(Cc2cnc(Oc3ccc(Cl)cc3C)s2)CC1 | -2.0 | -0.5 | 7.2 | 6.5 | 3.6 | -2.5 | -7.6 | 2.4 | 4.6
Cc1cc(/C=C(\C#N)C(=O)NCCc2c[nH]c3ccccc23)c(C)n1C | 0.3 | -0.2 | 10.6 | 4.7 | -2.6 | 40.4 | -4.2 | -0.4 | 12.4
CC(C)Oc1ccc(C(=O)N2CCCC2C(=O)O)cc1 (centres undefined) | -2.0 | 8.9 | -3.2 | 0.6 | 0.2 | 13.4 | -1.7 | 0.2 | -1.3
Cc1ccccc1SCC(=O)Nc1cc(C(F)(F)F)ccc1N1CCOCC1 | 0.3 | 5.0 | -10.5 | -8.4 | -2.6 | 15.2 | 0.5 | -2.2 | 6.5
COc1ccc(CNc2ccc3c(c2)ncn3C)cc1OC | -3.1 | 1.5 | -0.2 | -6.5 | 0.6 | -3.0 | -0.8 | 2.3 | -1.0
Cc1cc2c(c(N)n1)c(=O)oc1ccccc12 | 0.8 | 3.4 | 0.4 | 2.7 | 0.0 | 12.1 | 1.4 | -1.1 | 1.7
C[C@H](CO)N1C[C@H](C)[C@@H](CN(C)C(=O)Nc2ccc(C(F)(F)F)cc2)Oc2c(NC(=O)Nc3ccc4c(c3)OCO4)cccc2C1=O | -4.6 | 13.1 | 8.1 | · | 61.3* | 13.1 | · | · | ·
O=C(COC(=O)CCS(=O)(=O)c1ccccc1)NC(=O)c1ccc(OC(F)F)cc1 | -1.6 | 1.9 | 8.3 | -2.1 | 5.0 | -7.5 | 0.9 | -1.6 | -0.1
O=C(Nc1ccc2c(c1)OCCO2)C1CCC1 | 0.4 | -0.2 | 5.3 | 2.8 | 5.5 | -1.6 | -5.4 | -1.0 | -3.4
COCCNC(=S)N(CCCO)Cc1cc2cc3c(cc2[nH]c1=O)OCCO3 | 3.8 | 2.6 | 2.5 | -0.4 | -1.1 | 9.8 | 4.0 | 2.5 | 8.6
